WRN inhibitor: WRN helicase (human) inhibition. Q14191. WRN helicase unwinding, fluorescent forked duplex, kinetic. Potency, µM (titrated, usually from 114 µM), without a hit: top-dose activity change, negative = inhibition, usual class: inhibitors. 360,000 compounds, 0.46% hits. AID 651768; also: potency is read from the fitted curve at half-maximal effect; % is scaled to controls: 0 for no effect and ±100 for the full control effect; nearly all actives have a fitted effect of over 55% in size
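WRN at 20 nM final was preincubated with compound for 15 min at room temperature; reaction started with 100 nM forked duplex oligonucleotide carrying fluorophore and quencher plus 2 mM ATP (final). Unwinding followed kinetically by red fluorescence (ex 525/em 598 nm).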
FUS suppressor: suppressors of FUS proteinopathy in yeast; S. cerevisiae FUS-expressing, growth rescue, OD600, 24 h; 390,000 compounds, 0.24% hits; Potency, µM (series often up to 76.6 µM), for inactives: top-dose growth rescue (activation), hits mostly activators; AID 1347120;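 also: potency is read from the fitted curve at half-maximal effect; plate controls were DMSO vehicle for no effect and reference control for full effect; nearly all actives have a fitted effect of over 55% in size; some results filed as inactive show a strong effect at the top dose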
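Steps: raffinose overnight preculture; dilution to OD 0.005 in 2% galactose minimal medium; compound addition (concentration series); 24hr at 30C, 99% humidity; absorbance read at 600 nm.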
Abeta yeast res: compounds reversing amyloid beta toxicity in yeast; yeast expressing A-beta42, growth rescue, OD600, 48 h; response scale: 0% DMSO, 100% iron-clioquinol control; Potency, µM (titrated, usually from 46.1 µM), for inactives: top-dose growth rescue, most hits filed as activators; 410,000 compounds, 0.063% hits; also: potency is read from the fitted curve at half-maximal effect; nearly all actives have a fitted effect of over 55% in size
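Yeast A-beta toxicity model in growth medium with pinned compounds, 48 h at 30 C; growth read as absorbance at 600 nm. Normalized to FeCl3/clioquinol equimolar mix (positive) and DMSO (negative).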
EPAC1 antag: antagonists of human EPAC1; 360,000 compounds, 0.14% hits; Potency, µM (titrated, usually from 115 µM), inactives show at the highest dose activity change, negative = inhibition, most hits filed as inhibitors; EPAC1 GEF assay, Rap1b-BODIPY-GDP exchange fluorescence;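 also: potency is read from the fitted curve at half-maximal effect; plate controls were vehicle for no effect and positive control for full effect; nearly all actives have a fitted effect of over 50% in size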
aSyn yeast inh: rescues yeast growth from alpha-synuclein toxicity; Potency, µM (top dose mostly 46.1 µM), inactives show at the top dose growth rescue (activation), actives largely listed as activators; Yeast expressing alpha-synuclein, growth rescue, BacTiter-Glo, 24 h; 370,000 compounds, 0.14% hits; also: potency is read from the fitted curve at half-maximal effect; % of control where 0% means no effect; nearly all actives have a fitted effect of over 65% in size
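Rescue of yeast growth: cells expressing toxic alpha-synuclein, induced in galactose at OD600 0.02, incubated with compound 24 h at 30 C. ATP luminescence quantified growth; inhibitors of toxicity appear as activators.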
PI5P4Ka inh: inhibitors of human PI5P4K alpha. P48426. PI5P4Kalpha enzyme, ADP-Glo luminescence, 60 min; hits give low values. max response, %. 330,000 compounds, 1.2% hits. AID 652105; active = max response of -50% or lower; inconclusive = between -30% and -50%; inactive = -30% or higher; also: value at the top dose of about 77 µM; % is scaled to controls: 0 for no effect and ±100 for the full control effect
Target sequence (P48426 whole entry, looked up): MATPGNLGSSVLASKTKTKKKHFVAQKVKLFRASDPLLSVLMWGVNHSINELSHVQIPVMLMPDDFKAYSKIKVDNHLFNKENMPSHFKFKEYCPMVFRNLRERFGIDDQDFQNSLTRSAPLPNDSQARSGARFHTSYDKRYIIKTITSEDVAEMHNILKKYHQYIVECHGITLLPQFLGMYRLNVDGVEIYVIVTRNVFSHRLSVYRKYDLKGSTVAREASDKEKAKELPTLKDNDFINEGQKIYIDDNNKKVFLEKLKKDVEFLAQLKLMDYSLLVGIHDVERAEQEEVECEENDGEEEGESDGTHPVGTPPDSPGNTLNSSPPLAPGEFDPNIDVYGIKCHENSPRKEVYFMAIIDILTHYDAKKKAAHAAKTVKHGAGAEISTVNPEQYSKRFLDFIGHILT
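ADP-Glo luminescence end-point read after a 60 min room-temperature kinase reaction of PI5P4Kalpha plus substrate, initiated with ATP at 5 microM final. Buffer: 0.038 M HEPES pH 7.4, EGTA, 0.1% CHAPS, 5% DMSO.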
PLK1 PBD inh: blocks phosphopeptide binding to human PLK1 polo-box domain | P53350 | Plk1 PBD binding of FITC phosphopeptide, fluorescence polarization | Potency, µM, without a hit: max response, negative = inhibition, actives largely listed as inhibitors | 360,000 compounds, 2.8% hits | AID 720504; also: potency is read from the fitted curve at half-maximal effect; series mostly up to about 57 µM; % is scaled to controls: 0 for no effect and ±100 for the full control effect; nearly all actives have a fitted effect of over 65% in size
Target sequence (P53350 whole entry, looked up, the tested form may be a part): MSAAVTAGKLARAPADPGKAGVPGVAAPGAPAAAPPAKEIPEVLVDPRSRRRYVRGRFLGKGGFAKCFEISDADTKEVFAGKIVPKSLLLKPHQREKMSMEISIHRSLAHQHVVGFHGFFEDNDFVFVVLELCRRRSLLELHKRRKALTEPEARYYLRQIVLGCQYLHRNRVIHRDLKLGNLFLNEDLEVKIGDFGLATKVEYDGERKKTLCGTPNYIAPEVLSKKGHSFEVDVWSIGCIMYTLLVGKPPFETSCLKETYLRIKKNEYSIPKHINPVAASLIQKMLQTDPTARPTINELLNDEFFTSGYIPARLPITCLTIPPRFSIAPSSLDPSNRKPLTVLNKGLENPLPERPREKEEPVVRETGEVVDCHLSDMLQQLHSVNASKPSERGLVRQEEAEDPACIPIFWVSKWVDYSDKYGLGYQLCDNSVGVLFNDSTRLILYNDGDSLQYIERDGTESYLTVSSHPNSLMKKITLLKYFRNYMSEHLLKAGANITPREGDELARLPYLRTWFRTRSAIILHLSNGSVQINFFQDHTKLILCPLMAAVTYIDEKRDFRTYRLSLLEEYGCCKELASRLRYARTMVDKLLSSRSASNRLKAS
IL-2 act: activators of IL-2; IL-2 activation reporter assay, cell-based qHTS; stimulated with anti-CD3/CD4/CD28 beads; in transgenic mouse T cells; activation, % (series mostly up to about 46 µM); 360,000 compounds, 0.065% hits; in the data active = activation above about 50%; inconclusive = mostly about 30% to 49%; also: 0% is about no effect
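Unstimulated transgenic mouse T cells, 750 per well, received compound and, after 60 minutes, anti-CD3/anti-CD4 bead plus anti-CD28 stimulation. EGFP and DsRed were quantified after 18 hours.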
EPAC1 ag: agonists of human EPAC1; 360,000 compounds, 0.073% hits; O95398; EPAC1 agonist qHTS, biochemical assay; response scale: 100% = response to 6.5 mM cAMP; AID 720707; Potency, µM (doses to about 154 µM), for inactives: at the top dose activation, usual class: activators; also: potency is read from the fitted curve at half-maximal effect; nearly all actives have a fitted effect of over 60% in size
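EPAC1 100 nM, Rap1B–BODIPY-GDP 250 nM, unlabeled GDP 50 uM; compound titration; 5 min RT; kinetic read ex480/em540 at 5-min intervals ×30 min; data normalized to 6.5 mM cAMP agonist control.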
* marks the source's active call; other numbers are inactive results; ? = inconclusive; nt = not tested or not shown; [ ] = remark or other dose. Unless noted, calls follow the shape of the dose curve; as a rule, active = well fitted curve in the direction sought with a large enough effect; inconclusive = small, poorly fitted or top-dose-only effect, or another doubt; inactive = no such curve, though single readings can be large; an effect the other way counts as inactive or inconclusive.

No.	Compound	WRN inhibitor	FUS suppressor	Abeta yeast res	EPAC1 antag	aSyn yeast inh	PI5P4Ka inh	PLK1 PBD inh	IL-2 act	EPAC1 ag
1	CCN(CC)C(=O)CSc1nnc2sc3ccccc3n12	-4%	-9%	8%	2%	0%	nt	-2%	0.5	2%
2	CCOc1nc(-c2ccc(OC)cc2)ccc1-c1noc(-c2cc(OC)c(OC)c(OC)c2)n1	-4%	nt	16%	-4%	-3%	21	5%	2.2	-13%
3	O=C(C1CCN(c2nnc(-n3cccc3)s2)CC1)N1CCc2ccccc2C1	-13%[57.1 µM]	?	-17%	-28%	-2%	-24	-16%	-3.6	-2%
4	O=C(COC(=O)/C=C/c1ccco1)NC1CCCCC1	3%	nt	-14%	14%	0%	-20	-5%	3.2	10%
5	CC(C)(C)C(=O)Nc1ccc2c(c1)-c1cc(NC(=O)C(C)(C)C)ccc1C2	0%	-11%	2%	-6%	-7%	nt	-5%	0.3	-1%
6	CN1CCN(C(=O)C2=C[C@H](c3coc4ccccc4c3=O)C[C@H](OCc3ccc(CO)cc3)O2)CC1	-2%	-8%	-10%	-3%	-12%	4	-7%	0.0	1%
7	CC1CC(C)CN(C(=O)c2cc3cc(Br)cc(Br)c3o2)C1 (configuration not stated)	-5%	14%	-3%	-7%	-8%	3	-3%	-4.5	-4%
8	CCOC(=O)c1c(-c2ccc(OC)cc2)csc1NC(=O)CSc1nnc(C)c(=O)[nH]1	-27%	4%	-8%	-11%	-1%	-16	-22%	2.6	-10%
9	COc1ccc(NC(=O)CSc2nc3ccccc3n2-c2ccccc2)c([N+](=O)[O-])c1	-5%	35%	2%	0%	4%	7	-6%	0.6	11%
10	Cc1nnc(SCC(=O)N2CC(=O)Nc3ccccc32)n1-c1ccccc1	-10%	2%	-9%	16%	-2%	-2	-8%	-3.2	5%
11	CCC(NC(=O)C1(C)CC1(Br)Br)c1ccc(C)cc1 (configuration not stated)	-18%[57.1 µM]	-25%	?	10%	-1%	3	-3%	4.7	0%
12	CCCNc1cc(=O)n(C)c(=O)n1C	-4%	-14%	2%	3%	3%	2	-4%	-0.1	4%
13	Cc1c(C(=O)O)oc2ccc(S(=O)(=O)NCc3ccc4c(c3)OCO4)cc12	-6%	nt	13%	-23%	-10%	-7	-5%	0.8	-5%
14	Cc1c(NS(=O)(=O)c2cc(C(=O)N3CCCC(C)C3)ccc2Cl)c(=O)n(-c2ccccc2)n1C (configuration not stated)	-2%	9%	-3%	1%	2%	13	-1%	-0.6	6%
15	CSc1nc(C(=O)N2CCc3c([nH]c4ccccc34)C2c2ccccn2)cs1 (configuration not stated)	-16%	?	14%	4%	20%	15	1%	-1.3	14%

Brought forward from above: 2 entries; new compounds follow.
No.	Compound	WRN inhibitor	FUS suppressor	Abeta yeast res	EPAC1 antag	aSyn yeast inh	PI5P4Ka inh	PLK1 PBD inh	IL-2 act	EPAC1 ag
14	Cc1c(NS(=O)(=O)c2cc(C(=O)N3CCCC(C)C3)ccc2Cl)c(=O)n(-c2ccccc2)n1C (configuration not stated)	-2%	9%	-3%	1%	2%	13	-1%	-0.6	6%
15	CSc1nc(C(=O)N2CCc3c([nH]c4ccccc34)C2c2ccccn2)cs1 (configuration not stated)	-16%	?	14%	4%	20%	15	1%	-1.3	14%
16	Cc1ccc(-n2c(-c3ccncc3)nnc2-c2ccco2)cc1	-4%	3%	-12%	13%	4%	-4	-1%	-3.8	1%
17	O=C(NCC(=O)N1CCC(N2CCCCC2)CC1)C1CCCCC1	1%	2%	7%	-19%	6%	nt	1%	-1.1	0%
18	COc1c(C)cc(C(O)c2ncc(-c3cccc(F)c3)[nH]2)cc1C (configuration not stated)	2%	-15%	6%	16%	0%	-2	-3%	0.7	-4%
19	O=C(CN1CCN(S(=O)(=O)c2ccccc2F)CC1)Nc1ccnn1C1CCCC1	9%	-1%	-11%	7%	9%	-7	-2%	1.4	-18%
20	O=C(CSc1nnnn1C1CC1)N1CCN(Cc2ccccc2F)CC1	10%	-19%	-2%	4%	1%	3	-4%	0.0	8%
21	CC(C)(C)OC(=O)C[C@@H]1C/C=C\C[C@@H](CC(=O)NCCO)C(=O)N[C@H](C(C)(C)C)COC1=O	7%	-10%	-7%	-16%	-1%	-3	11%	0.2	-6%
22	O=C(NCC(c1ccco1)N1CCc2ccccc21)c1ccccc1 (configuration not stated)	6%	1%	2%	-17%	-6%	2	1%	-0.4	2%
23	CCOc1cc(/C=C/c2nc3cc(C)c(C)cc3s2)ccc1OCC(=O)N1CCOCC1	4%	nt	7%	-12%	-10%	5	-17%	-0.1	16%
24	COc1ccc(NC(=O)CC2C(=O)N(c3ccccc3)C(=O)N2Cc2ccco2)cc1 (configuration not stated)	-21%	3%	-5%	0%	4%	3	5%	-2.9	4%
25	O=C(c1ccncc1)c1ccc([N+](=O)[O-])cc1	3%	-29%	20%	-1%	0%	0	-10%	-1.9	-2%
26	COC(=O)C1CCN(C(=O)c2cc(-c3ccco3)nc3ccccc23)CC1	50µM*	?	-20%	?	-13%	-82*	30µM*	-0.2	-9%
27	CCN(CC)CCCn1c(=S)[nH]c2cc(OC)c(OC)cc2c1=O	-2%	26%	3%	10%	-5%	nt	-16%	-0.9	-4%
28	Cc1cc(CN(C)C(=O)c2cc(COc3ccc(C)c(C)c3)on2)n[nH]1	-6%	19%	-10%	-21%	5%	1	1%	-1.5	-3%
29	CCc1ccc(OCCNC(=O)c2ccccc2SCc2ccc(F)cc2)cc1	-17%	nt	15%	-19%	-1%	31	-5%	-0.3	-9%
30	COc1cc2nc(CC(C)C)n(NC(=O)c3ccccc3)c(=O)c2cc1OC	6%	nt	4%	13%	6%	-1	-11%	-0.1	9%
31	COc1cc(OC)c(/C=N/NC(=O)c2ccc([N+](=O)[O-])cc2)cc1Br	-2%	-8%	6%	4%	-5%	nt	-11%	-1.3	5%
32	CCCOc1ccc(C(=O)CCNc2cccc(Cl)c2)cc1	-10%	-3%	-8%	?	4%	1	-20%	-1.2	-6%
33	CN(c1ccc(F)cc1)S(=O)(=O)c1ccc(Cl)c(C(=O)Nc2ccc3c(c2)CCC3)c1	-22%	nt	0%	6%	1%	-1	1%	-7.0	-2%
34	O=C(Nc1ccc(-n2nncc2-c2ccco2)cc1)c1cccc(F)c1	-11%	22%	-3%	-5%	-3%	nt	-12%	-0.7	12%
35	CCOC(=O)Cn1c(=NC(=O)C2CC2)sc2c(C)cc(C)cc21	-4%	4%	-4%	-20%	0%	-1	-7%	0.6	-9%
36	CCOC(=O)c1c(C)oc2ccc(OS(C)(=O)=O)cc12	-10%	-35%	-7%	-8%	-1%	6	-3%	-0.5	8%
37	Cc1cccc(NC(=O)CSc2n[nH]c(-c3cccnc3)n2)c1	4%	5%	-5%	-11%	-2%	1	-9%	-2.8	2%
38	COc1ccccc1CN1CC(C(=O)NC2(c3ccccc3)CC2)CCC1=O (configuration not stated)	-17%	nt	1%	8%	-3%	-7	-18%	-4.3	10%
39	O=C(NN=C1CCCC1)c1cc(Br)ccc1O	4%	32%	21%	-3%	-14%	-4	3%	-1.7	-10%
40	CC(C)(C)/C=N/NC(=O)C1CC1	6%	-5%	-4%	1%	-1%	-3	-3%	-0.1	-11%
41	O=C1CC(c2ccccc2)=NN1c1ccc([N+](=O)[O-])cc1	-6%	22%	-33%[inhibitor]	-11%	-55%[inhibitor]	-53*	3%	-0.4	-13%
42	CC(C)[C@H](NC(=O)[C@@H]1Cc2ccccc2CN1C(=O)OC(C)(C)C)C(=O)NC1CCCC1	6%	-10%	-9%	-13%	-16%	4	3%	0.0	-12%
43	Cn1nnnc1SCC(=O)Nc1c(Cl)cccc1Cl	-7%	-13%	21%	2%	2%	1	-11%	1.6	2%
44	Cc1nc(NC(=O)CN2CC(C)OC(C)C2)sc1C(=O)N(C)C (configuration not stated)	5%	-2%	-1%	-6%	-7%	-8	-21%	-5.4	-2%
45	CC(=O)C1=C(C)NC(=O)NC1c1cc(Br)ccc1OCC(N)=O (configuration not stated)	-7%	42%	6%	4%	-13%	?	-1%	-0.8	10%
46	O=C(Nc1ccccc1Oc1cccnc1)C1CCCN(Cc2ccccc2O)C1 (configuration not stated)	-6%	11%	5%	7%	2%	0	-3%	-2.6	-2%
47	CC(C)C(C(=O)NCc1ccco1)N(C(=O)CNS(=O)(=O)c1ccc(Cl)cc1)C1CCCC1 (configuration not stated)	-11%	?	12%	-6%	14%	9	-12%	0.1	10%
48	O=C1NC[C@@H](CCCCN2C[C@H](Cc3ccccc3)N(CC3CCCCC3)C(=O)C2=O)N(CCc2ccc(O)cc2)C1=O	0%	23%	-10%	7%	0%	-7	-3%	4.1	-3%
49	O=C(c1cccs1)N1C[C@H](O)[C@@H](n2cc(-c3ccc(F)cc3)nn2)C[C@@H]1c1ccccc1	0%	35%	0%	-11%	6%	0	1%	0.5	3%
50	COc1ccc(-c2oc3c(c2C(=O)OCCCO)C(OCCO)CCC3)cc1 (configuration not stated)	-9%	8%	-1%	-5%	11%	3	1%	-0.7	-6%
51	Cc1cccc(NC(=O)c2cccnc2Cl)n1	1%	-2%	6%	2%	1%	0	4%	3.1	15%
52	O=C(Nc1ccc(Cl)c(S(=O)(=O)N2CCOCC2)c1)c1ccc(Cl)nc1	-11%	1%	16%	4%	2%	-9	-5%	-1.4	4%
53	Cc1ccsc1C1NC(=O)c2c(sc3c2CCCC3)N1 (configuration not stated)	-22%	nt	0%	-1%	0%	-68*	?	-0.1	-2%
54	CCOC(=O)c1cccc(NC(=O)CSc2nc3ccccc3c(=O)n2CC)c1	0%	0%	7%	1%	-8%	nt	-1%	1.6	-3%
55	CCN(CC)C1CCS(=O)(=O)C1 (configuration not stated)	-4%	13%	1%	-6%	-1%	-3	-22%	-2.9	-2%
56	Cc1nn(C)cc1S(=O)(=O)Nc1ccc(F)c(F)c1	5%	17%	11%	-21%	-2%	-1	-4%	-4.0	-6%

Assay outcomes (PubChem)
